# Screens (PubChem BioAssay)
# S1P3 antag = antagonists of human S1P3 receptor. Q99500. CHO S1P3 NFAT-BLA reporter, FRET fluorescence, antagonist mode. inhibition, % at 4.98 µM. hit rate 0.27% among 170,000. AID 485;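 active = inhibition above the plate cutoff, the mean inhibition of test wells on that plate plus 3 SD, cut at about 28% in these data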;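 note: cells challenged with S1P at its EC80 of 0.8 µM; blue over green emission ratio from cleaved BLA substrate after 4 h stimulation; 0% = S1P-stimulated wells and 100% = unstimulated DMSO-only wells; some compounds past the cut are filed as inactive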
# Target sequence (Q99500 whole entry, looked up): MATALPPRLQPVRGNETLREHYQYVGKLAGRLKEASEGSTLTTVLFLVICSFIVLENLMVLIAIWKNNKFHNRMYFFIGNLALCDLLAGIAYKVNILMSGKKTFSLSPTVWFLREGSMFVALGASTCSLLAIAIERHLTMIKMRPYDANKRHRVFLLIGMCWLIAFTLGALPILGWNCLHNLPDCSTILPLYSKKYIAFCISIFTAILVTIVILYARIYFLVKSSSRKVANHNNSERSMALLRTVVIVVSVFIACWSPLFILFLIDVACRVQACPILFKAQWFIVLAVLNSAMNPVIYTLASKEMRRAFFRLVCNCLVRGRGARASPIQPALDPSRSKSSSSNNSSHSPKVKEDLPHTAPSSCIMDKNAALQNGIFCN
# Redox H2O2 prof = compounds producing H2O2 with reducing agent – biochemical, NIH compound library profiling, artefact control for MLSCN library redox annotation, primary screen; DTT-dependent redox cycling H2O2, phenol red/HRP absorbance; 100% = 100 µM peroxide control, 0% = buffer; activation, % at 10 µM; hit rate 0.03% among 200,000; AID 878;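 active = activation of at least 50% relative to the plate's high and low controls in the primary single-dose screen; inactive = activation below 50%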;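 note: compound incubated with DTT at 0.8 mM final as the reducing agent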
# bIAP inhibitor = intestinal alkaline phosphatase (bovine) inhibition; purified bovine IAP, CDP-star luminescence, 30 min; 190,000 tested, under 10 active; inhibition, % at 20 µM;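 active = over 50% inhibition of intestinal alkaline phosphatase at 20 µM in the single-dose screen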
#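 Incubation: 30 min reaction at room temperature / Material: purified bovine intestinal alkaline phosphatase (IAP) enzyme / Input: enzyme at 1/65,000,000 dilution / Dosing: 20 µM single dose / Signal: CDP-star luminescence signal / Reagent: CDP-star chemiluminescent phosphatase substrate, 30 µM final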
# PPARg SRC3 recr = PPARgamma-driven SRC-3 recruitment agonism; P37231; biochemical PPARgamma/SRC-3 coactivator recruitment assay; activation, % at 8 µM; hit rate 0.26% among 200,000; AID 731; in the data active = activation above about 23%;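 note: 0% = DMSO and 100% = reference agonist; some compounds past the cut are filed as inactive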
# L major viab = inhibitors of Leishmania major promastigote growth. Leishmania major promastigotes, resazurin fluorescence viability. inhibition, % at 10 µM. hit rate 9% among 200,000. AID 1063; in the data active = inhibition above about 50%;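 note: promastigotes grown with compound for 44 hours at 28 °C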
# TLR4-MyD88 BLA = blocks binding of human TLR4 to MyD88; O00206+Q99836; HeLa CL3-4 TLR4/MyD88 BLA complementation, FRET ratio; inhibition, % at 8.4 µM; hit rate 0.18% among 200,000; AID 861; in the data active = inhibition above about 25%;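 note: 0% = vehicle and 100% = reference inhibitor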
# TR-FRET SRC-2 ct = counter-screen for PPARgamma SRC-2 recruitment agonists: TR-FRET artefact | hit rate 0.4% among 200,000 | active compounds read high | TR-FRET ratio at 8 µM | AID 1049; in the data active = TR-FRET ratio above about 2000; note: inactives centre near 1500; reference of the scale not given here
# bIAP act = intestinal alkaline phosphatase (bovine) activation; AID 1016; hit rate 0.17% among 200,000; purified bovine IAP, CDP-star luminescence, 30 min; active compounds read high; fold of DMSO-control signal, blank-subtracted; activation factor at 20 µM;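 active = activation factor of 2 or more at 20 µM, a signal rise over negative controls twice the positive control's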
# ROMK primary = modulates human ROMK potassium channel activity. P48048. Tet-inducible ROMK, thallium flux fluorescence; actives lie on both sides. B-score at 10 µM. hit rate 2% among 130,000. AID 1918;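 active = signal ratio slope over the read window, or its plate-corrected B-score, at least 3 SD from the plate mean, either direction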;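 note: B-score of the F/F0 ratio slope over 7 to 12 s after thallium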
# Target sequence (P48048 whole entry, looked up): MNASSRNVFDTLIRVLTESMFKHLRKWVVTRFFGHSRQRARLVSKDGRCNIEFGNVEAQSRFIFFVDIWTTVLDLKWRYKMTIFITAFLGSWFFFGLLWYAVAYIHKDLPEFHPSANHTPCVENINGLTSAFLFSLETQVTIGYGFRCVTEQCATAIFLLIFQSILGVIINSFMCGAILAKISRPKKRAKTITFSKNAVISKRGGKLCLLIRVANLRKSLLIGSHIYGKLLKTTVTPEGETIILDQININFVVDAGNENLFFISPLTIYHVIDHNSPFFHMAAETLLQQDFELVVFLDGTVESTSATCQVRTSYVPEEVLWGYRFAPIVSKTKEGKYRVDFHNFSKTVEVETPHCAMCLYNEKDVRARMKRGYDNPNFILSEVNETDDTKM
# PPARg SRC1 recr = PPARgamma-driven SRC-1 recruitment agonism | PPARgamma-SRC-1 coactivator recruitment biochemical assay | activation, % at 8 µM | hit rate 0.41% among 200,000 | AID 631; in the data active = activation above about 19%;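 note: 0% = DMSO and 100% = reference agonist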
# PPARg SRC2 recr = promotes SRC-2 coactivator recruitment by human PPARgamma. P37231. PPARgamma LBD-SRC-2 recruitment, biochemical. activation, % at 8 µM. hit rate 0.34% among 200,000; in the data active = activation above about 22%;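 note: 0% = vehicle and 100% = reference agonist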
# * = called active by the depositor; . = not tested or not shown.
SMILES,S1P3 antag,Redox H2O2 prof,bIAP inhibitor,PPARg SRC3 recr,L major viab,TLR4-MyD88 BLA,TR-FRET SRC-2 ct,bIAP act,ROMK primary,PPARg SRC1 recr,PPARg SRC2 recr
Oc1cnc2ccccc2c1CN1CCOCC1,-36,0.8,-6,-2,-1,3,1697,1.1,.,5,6
O=C(Cn1c2c(sc1=O)C1c3ccccc3OCC1CS2)Nc1ccc(Cl)c(Cl)c1 (stereo not drawn),3,0.0,0,0,96*,2,1785,1,-0.33,2,4
O=C(CSc1nnc(NC(=O)c2ccco2)s1)NC1CCCC1,-22,-0.3,4,7,-7,-2,1402,1,.,9,10
COc1ccccc1CNC(=O)COC(=O)Cc1c(Cl)cccc1Cl,-16,3.9,11,3,-2,-4,1478,0.9,-0.44,-2,7
COc1ccc(-c2cc(-c3c(O)c(OC)c4occc4c3OC)[nH]n2)cc1,.,-0.2,-31,-16,9,-3,1381,1.3,0.18,-1,0
c1cncc(-c2noc(-c3cccc4ccccc34)n2)c1,.,0.1,7,7,-3,3,1519,0.9,-0.14,2,3
CCc1nc(C)ccc1OCC(=O)N(CC)CC,.,0.1,7,6,-5,-6,1518,0.9,-0.54,2,8
CCn1ncc(-c2ccnc3cc(C(=O)O)nn23)c1C,-19,-1.9,-3,-2,-3,-15,1524,1,-0.15,-5,-3
COCCCn1[nH]c2c3c(ccc2c1=O)C(=O)c1ccccc1C3=O,.,0.5,0,15,94*,-2,1447,1,.,17,15
CC(C)(C)CC(=O)NC(=S)NCc1ccco1,-9,0.2,15,6,3,4,1542,0.9,0.31,3,10
CC(C)Cn1c(SC(C)C(=O)Nc2ccc3c(c2)OCCO3)nc2ccccc2c1=O (stereo not drawn),2,0.6,6,-7,28,-2,1494,0.9,0.031,-3,6
Cc1ccc(-c2cc(C(F)F)n3ncc(C(=O)N4CCN(c5cccc(C)c5C)CC4)c3n2)cc1,.,0.4,4,-2,58*,-9,1540,1,0.14,0,3
CCOc1cccc(CNCCO)c1OCc1ccc(Cl)cc1,-4,-0.8,26,2,10,-1,1636,0.7,-2.3,8,3
COCCCNC(=O)c1cccc2c(=O)c(C)c(-c3ccccc3)oc12,-6,0.2,10,-5,2,14,1348,0.9,.,-10,-10
S=c1nc(-c2ccccc2Cl)n(Cc2cccnc2)c2c1CCCC2,-8,-0.2,10,2,-5,-11,1477,0.9,0.31,-1,-2
CCn1cc(/C=N/NS(=O)(=O)c2ccc(OC)cc2)c(C)n1,.,0.1,0,-1,0,1,1213,1,-0.15,-3,-8
O=C(NC1CCCC1)c1ccc(CS(=O)(=O)c2ccc(Br)cc2)o1,-12,0.0,13,9,-2,-15,1662,0.9,.,6,10
CC(C)(C)NC(=O)COC(=O)CCC(=O)c1ccc(Cl)cc1,-4,0.7,-38,2,-7,-5,1553,1.4,0.75,7,4
O=C(COc1nsnc1N1CCOCC1)N/N=C/c1ccccc1O,2,0.1,4,-2,-8,-3,1410,1,-0.4,0,-9
CCOc1ccc(N(CC(=O)O)S(=O)(=O)c2cccnc2)cc1,-2,-0.1,6,3,-6,-7,1426,0.9,.,-5,6
CC(C)(C)c1ccc(C(=O)NNC(=O)Cc2cccc3ccccc23)cc1,.,2.0,-11,16,9,3,1602,1.1,-0.47,2,8
O=C(c1cc(F)ccc1F)C1CCCN(C(=O)CCCN2CCCCC2=O)C1 (stereo not drawn),-24,-1.6,-17,0,-1,10,1639,1.2,-1.5,6,11
O=c1oc2ccccc2c(O)c1C=Nc1cccnc1,-1,0.5,4,1,0,-16,1646,1,-0.044,8,-6
CC(C)c1nc(-c2ccccn2)no1,-15,-1.2,4,3,-4,-5,1512,1,0.64,6,2
COc1ccc(OC)c(NS(=O)(=O)c2ccc(Cl)s2)c1,11,1.9,0,13,4,-7,1326,1,.,4,-3

# Other structures follow:
SMILES,S1P3 antag,Redox H2O2 prof,bIAP inhibitor,PPARg SRC3 recr,L major viab,TLR4-MyD88 BLA,TR-FRET SRC-2 ct,bIAP act,ROMK primary,PPARg SRC1 recr,PPARg SRC2 recr
NC(=O)NC(=O)CC1S/C(=N/N=C2\CSC(=O)N2)NC1=O (stereo not drawn),-12,2.8,-24,5,-6,-7,1523,1.2,0.65,4,2
O=C(CCOc1ccccc1)NCC(c1ccco1)N1CCCCC1 (stereo not drawn),-20,1.6,-6,6,-6,4,1700,1.1,.,1,7
Cc1ccc(N(C(=O)c2sc(C)nc2C)C(C(=O)NC(C)(C)C)c2ccncc2)cc1 (stereo not drawn),-20,-1.4,0,6,-1,13,1789,1,.,3,5
Cc1c(C(=O)NCC2CCCO2)sc2nc(-c3ccc(F)cc3)cn12 (stereo not drawn),24,-0.1,4,4,5,-1,1648,1,.,5,-1
O=C(Nc1nc(-c2cccs2)cs1)c1ccc(S(=O)(=O)N2CCCCC2)cc1,-18,-0.7,23,0,43,4,1856,0.8,.,1,-6
C/C(=N/NC(=O)COc1cc(C)ccc1C(C)C)C(=O)O,-9,0.4,-1,5,-7,-6,1671,1,1.1,2,12
C=CCNC(=O)C(=O)NN=C1CCN(C)CC1,.,0.0,4,10,-6,2,1493,1,-0.01,5,5
O=C(NCc1cccnc1)C1c2ccccc2C(=O)N1Cc1ccccc1 (stereo not drawn),.,-1.3,3,-1,-5,-12,1664,1,.,0,-5
COc1ccc(CCNC(=O)CSc2nc(O)c(CCC(C)C)c(=O)[nH]2)cc1OC,.,0.9,4,-3,19,-4,1475,1,0.21,5,-6
CCOc1ccccc1NC(=O)NCc1ccccc1,6,-0.2,-11,6,-2,3,1442,1.1,1.4,-4,-1
O=c1cc(N2CCN(Cc3ccccc3)CC2)c(-c2ccccc2)n[nH]1,.,-1.9,-2,-2,-4,1,1326,1,.,5,3
COc1ccc(C)cc1N(CC(=O)NC1CCCC1)C(=O)CCC(=O)Nc1cc(C)on1,-22,1.3,-3,0,-2,-7,1613,1,.,5,-3
O=c1c2ccccc2nc(-c2ccc(Cl)cc2Cl)n1CCCn1ccnc1,.,2.6,2,1,1,6,1456,1,.,-5,-7
Cc1ccc(N2CCN(S(=O)(=O)N3CCCCC3)CC2)cc1C,13,0.2,12,-1,-6,-8,1549,0.9,-0.21,2,6
O=C(NCCc1ccc(O)cc1)c1ccc(Cl)cc1,.,-3.7,2,-3,-4,8,1499,1,.,9,2
CCCCn1c(=O)n(CC(O)c2ccccc2)c(=O)c2c1ncn2C1CCCC1 (stereo not drawn),24,2.6,-8,-13,5,5,1364,1.1,.,-1,3
CCCCc1ccc(NC(=O)C2CCN(S(C)(=O)=O)CC2)cc1,-16,0.7,26,-7,-3,13,1529,0.7,0.31,-5,-5
COc1ccc(N=C2SCC(=O)N2Cc2ccccc2)cc1,17,-0.3,16,5,29,-7,1486,0.8,-0.98,14,-4
O=C(Cc1ccccc1)NNS(=O)(=O)c1ccc([N+](=O)[O-])cc1,-4,0.1,6,2,-6,-9,1603,0.9,-0.042,1,5

# Reformatted bar-delimited: entries from further up
molecule | S1P3 antag | Redox H2O2 prof | bIAP inhibitor | PPARg SRC3 recr | L major viab | TLR4-MyD88 BLA | TR-FRET SRC-2 ct | bIAP act | ROMK primary | PPARg SRC1 recr | PPARg SRC2 recr
COc1ccc(CCNC(=O)CSc2nc(O)c(CCC(C)C)c(=O)[nH]2)cc1OC | . | 0.9 | 4 | -3 | 19 | -4 | 1475 | 1 | 0.21 | 5 | -6
CCOc1ccccc1NC(=O)NCc1ccccc1 | 6 | -0.2 | -11 | 6 | -2 | 3 | 1442 | 1.1 | 1.4 | -4 | -1

# Of the compounds above, 7 have an aryl methoxy group.
SMILES,S1P3 antag,Redox H2O2 prof,bIAP inhibitor,PPARg SRC3 recr,L major viab,TLR4-MyD88 BLA,TR-FRET SRC-2 ct,bIAP act,ROMK primary,PPARg SRC1 recr,PPARg SRC2 recr
COc1ccccc1CNC(=O)COC(=O)Cc1c(Cl)cccc1Cl,-16,3.9,11,3,-2,-4,1478,0.9,-0.44,-2,7
COc1ccc(-c2cc(-c3c(O)c(OC)c4occc4c3OC)[nH]n2)cc1,.,-0.2,-31,-16,9,-3,1381,1.3,0.18,-1,0
CCn1cc(/C=N/NS(=O)(=O)c2ccc(OC)cc2)c(C)n1,.,0.1,0,-1,0,1,1213,1,-0.15,-3,-8
COc1ccc(OC)c(NS(=O)(=O)c2ccc(Cl)s2)c1,11,1.9,0,13,4,-7,1326,1,.,4,-3
COc1ccc(CCNC(=O)CSc2nc(O)c(CCC(C)C)c(=O)[nH]2)cc1OC,.,0.9,4,-3,19,-4,1475,1,0.21,5,-6
COc1ccc(C)cc1N(CC(=O)NC1CCCC1)C(=O)CCC(=O)Nc1cc(C)on1,-22,1.3,-3,0,-2,-7,1613,1,.,5,-3
COc1ccc(N=C2SCC(=O)N2Cc2ccccc2)cc1,17,-0.3,16,5,29,-7,1486,0.8,-0.98,14,-4

# The order is random; any-hit rate near 11%.
